Source: PubChem BioAssay (SRMLSC)
SKBR3 24h inh: SK-BR-3 proliferation inhibitors; viability, % at 10 µM; SK-BR-3 viability, CellTiter-Glo ATP luminescence, 24 h; hits give low values; AID 847; 0.47% of 41,000 active;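 active = viability at or below the median of all test compounds minus 3 SD, in both replicates if run twice, cut at about 45% in these data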;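 note: 100% = median untreated cell wells and 0% = median positive control drug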
* = called active by the depositor. This is a subset. The share of hits here may be higher or lower than overall.

entry	mol	SKBR3 24h inh
1	CCC1(COC(NC(=O)c2cccnc2)(C(F)(F)F)C(F)(F)F)COC1	87
2	Cc1c(C(=O)NCc2ccc3c(c2)OCO3)oc2ccc(S(=O)(=O)N3CCCCCC3)cc12	84
3	CC1(C)CC(NS(=O)(=O)c2ccc(S(=O)(=O)N3CCOCC3)cc2)CCO1 (centres undefined)	99
4	COc1ccc(C(=O)N(CCN2CCOCC2)CC(=O)NC2CCCC2)cc1OC	110
5	COC(=O)c1ccc(Oc2nc(NC(C)C)nc(N(C)C)n2)cc1	96
6	CN1CCN(S(=O)(=O)c2ccc(NC(=O)c3ccc(Br)o3)cc2)CC1	92
7	Cc1cccc(NC(=O)CC2NC3CCCCC3NC2=O)c1 (centres undefined)	85
8	O=S(=O)(N1CCCCC1)n1c(Cc2ccccc2)nc2ccccc21	99
9	CCOc1ccccc1N1CC(C(=O)Nc2ccc(C(=O)O)cc2)CC1=O (centres undefined)	98
10	CC1(C)CC(NC(=O)C(F)(F)F)CC(C)(C)N1OC(=O)c1ccco1	111
11	CO[C@H]1C[C@@H]2CC[C@@H](C)[C@@](O)(O2)C(=O)C(=O)N2CCCC[C@H]2C(=O)O[C@H]([C@H](C)C[C@@H]2CC[C@@H](O)[C@H](OC)C2)CC(=O)[C@H](C)C=C(C)[C@@H](O)[C@@H](OC)C(=O)[C@H](C)C[C@H](C)C=CC=CC=C1C	101
12	CCN(CC)S(=O)(=O)c1ccc2[nH]c(=O)[nH]c2c1	85
13	Cc1noc(C)c1S(=O)(=O)N1CCCC(C(=O)Nc2ccc(Cl)cn2)C1 (centres undefined)	84
14	Cc1c(C)c2ccc(OC3CCCCC3=O)cc2oc1=O (centres undefined)	89
15	CS(=O)(=O)Nc1ccc(C(=O)NCCSCc2ccco2)cc1	81

The closing two compounds of the part above are carried over, then new ones follow.
entry	mol	SKBR3 24h inh
14	Cc1c(C)c2ccc(OC3CCCCC3=O)cc2oc1=O (centres undefined)	89
15	CS(=O)(=O)Nc1ccc(C(=O)NCCSCc2ccco2)cc1	81
16	Cc1cccc(N2C(=O)CC(N(C(=O)c3ccco3)c3cccc(C)c3)C2=O)c1 (centres undefined)	92
17	Cn1c(C(=O)NCCC2=CCCCC2)cc2c(=O)n3ccccc3nc21	86
18	Cn1c(=O)[nH]c(=O)c2[nH]c(N(Cc3ccccc3)Cc3ccccc3)nc21	97
19	CCOC(=O)c1c(C)[nH]c(/C(C)=N/O)c1C	73
20	O=[n+]1c2c(n([O-])c3cc(F)ccc31)CCCC2	85
21	COc1ccc(OC)c(S(=O)(=O)N2CCN(C34CC5CC(CC(C5)C3)C4)CC2)c1	73
22	O=C1CCC(Cc2ccccc2)N1 (centres undefined)	114
23	CCOC(=O)CSc1cc(C)nc(N)n1	79
24	COCCN(C(=O)CNC(=O)c1cccs1)C(C(=O)NC1CCCCC1)c1ccco1 (centres undefined)	63
25	Cc1cc(NS(=O)(=O)c2ccc(NC(=O)CCCC(=O)O)cc2)nc(C)n1	88
26	Cn1c(=O)cc(SCC(=O)N2CCN(Cc3ccc4c(c3)OCO4)CC2)c2ccccc21	73
27	CC(=O)c1cccc(NC(=O)C2CCCN(S(=O)(=O)c3ccc(F)cc3)C2)c1 (centres undefined)	94
28	Cc1ccc2c(c1)N(CC(=O)N1CCCc3ccccc31)C(=O)CO2	75
29	CCOC(=O)c1c(N2C(=O)C3C4C=CC(O4)C3C2=O)sc2c1CCCC2 (centres undefined)	78
30	CCc1cc2c(=O)n(-c3ccccc3)cnc2s1	78

Of the compounds above, 3 contain an NH in an aromatic ring:
entry	mol	SKBR3 24h inh
12	CCN(CC)S(=O)(=O)c1ccc2[nH]c(=O)[nH]c2c1	85
18	Cn1c(=O)[nH]c(=O)c2[nH]c(N(Cc3ccccc3)Cc3ccccc3)nc21	97
19	CCOC(=O)c1c(C)[nH]c(/C(C)=N/O)c1C	73

The results go on:
entry	mol	SKBR3 24h inh
31	CCn1ccc(=N)cc1	91
32	O=C1CCCN1CCCn1cnc2c([nH]c3ccc(F)cc32)c1=O	99
33	COC(=O)c1ccc(CSc2nc3ccccc3o2)cc1	95
34	O=C(NCCN1CCN(Cc2ccccc2)CC1)C1c2ccccc2C(=O)N2CCc3ccccc3C12 (centres undefined)	53
35	CCOC(=O)C1CCN(C(=O)Nc2ccc(Cl)cc2)CC1	94
36	COCCN(C(=O)CNC(=O)c1ccco1)C(C(=O)NC1CCCCC1)c1cccc(OC)c1 (centres undefined)	94
37	CC1(C)CC(=O)C=C(NCc2ccncc2)C1	103
38	Cn1c(=O)c2[nH]cnc2n(-c2ccccc2)c1=O	90
39	O=C(Cc1ccccc1)N1CCC(C(=O)N2CCN(c3ccc(F)cc3)CC2)CC1	84
40	COc1ccc(-c2nnc(SCCc3ccccc3)n2N)cc1	80
41	COc1ccc(C)cc1S(=O)(=O)N(C)CC(=O)NC1CCCCC1	78
42	Nc1nc(Cl)nc2c1ncn2[C@@H]1O[C@H](CO)[C@@H](O)[C@H]1O	77
43	O=C(c1cccc(C(=O)N2CCN(c3ccccc3F)CC2)c1)N1CCN(c2ccccc2F)CC1	87
44	COc1ccc(CCNC(=O)CC2Nc3ccccc3NC2=O)cc1OC (centres undefined)	101
45	COc1ccc(S(=O)(=O)Nc2cc(C)ccc2OC)cc1C	76

Part of the list above, field by field.
37) CC1(C)CC(=O)C=C(NCc2ccncc2)C1
  SKBR3 24h inh = 103

38) Cn1c(=O)c2[nH]cnc2n(-c2ccccc2)c1=O
  SKBR3 24h inh = 90

39) O=C(Cc1ccccc1)N1CCC(C(=O)N2CCN(c3ccc(F)cc3)CC2)CC1
  SKBR3 24h inh = 84

(further entries)
entry	mol	SKBR3 24h inh
46	Cc1nn(CCCNC(=O)C2CCCO2)cc1Br (centres undefined)	93
47	Cc1ccc(CNC(=O)CSc2ncccn2)cc1	90
48	CN(C)CCNC(=O)c1cc2ccccc2oc1=O	87
49	COc1ccc(OC)c(Nc2ncnc3c2cnn3-c2ccccc2)c1	94
50	Cc1cccc(OCCCC(=O)Nc2ccc(S(=O)(=O)Nc3onc(C)c3C)cc2)c1	78
51	COc1cc2c(cc1OC)C(C(=O)NCc1cccnc1)C(c1cccnc1)N(C)C2=O (centres undefined)	81
52	Cc1nnc(NC(=O)Cc2cccs2)s1	104
53	CN(C)S(=O)(=O)c1cccc(C(=O)NCC2CCCO2)c1 (centres undefined)	136
54	COCCOC(=O)C1=C(C)NC2=C(C(=O)CCC2)C1c1cc2c(cc1Br)OCO2 (centres undefined)	111
55	CCCCNC(=O)Nc1ccccc1C(=O)NCc1ccco1	89
56	N#Cc1c(NC(=O)CN2CCOCC2)oc(-c2ccccc2)c1-c1ccccc1	87
57	COc1ccc(-c2cc(C(=O)N3CCc4ccccc4C3)no2)cc1OC	84
58	CCOc1cccc(C(=O)N2CCCCC2c2cccnc2)c1 (centres undefined)	102
59	Cc1cc(C)n(C(=O)CSc2nnc(SCC(=O)n3nc(C)cc3C)s2)n1	91
60	COc1cccc(C(=O)CSc2nnc(-c3cc(OC)cc(OC)c3)o2)c1	88

(list continues)
cpd	compound	SKBR3 24h inh
61	CC(c1ccccc1)C1CC(=O)N(c2ccc(C(=O)O)cc2)C1=O (centres undefined)	86
62	O=C(CSc1nc2c(c(=O)n1-c1ccc(Cl)cc1)SCC2)NCC1CCCO1 (centres undefined)	80
63	Nc1c(N2CCCC2)cc(Cl)c2nonc12	62
64	COc1ccc(NC(=O)Nc2ccc(N3CCCC3=O)cc2)cc1OC	101
65	CC1(C)Cc2[nH]c(=S)c(C#N)cc2CO1	108
66	Cc1oc2cc(O)ccc2c(=O)c1-c1cnn(-c2ccccc2)c1	51
67	Cc1ccc2c(c1C)NC(C)CC2C (centres undefined)	115
68	CCOc1ccc(NS(=O)(=O)c2ccc3[nH]cc(C(=O)NCCOC)c(=O)c3c2)cc1	80
69	Clc1ccccc1C(c1nnnn1Cc1ccco1)N1CCN(Cc2ccco2)CC1 (centres undefined)	106
70	CCOCCn1c(CN2CCC(Cc3ccccc3)CC2)nc2c1c(=O)n(C)c(=O)n2C	87
71	Cc1cccc(OCCNC(=O)c2ncn[nH]2)c1	78
72	O=C(CSc1nnc(Cc2ccccc2)o1)NCCc1ccccc1	96
73	Cc1ccc2[nH]c3c(c2c1)CN(C(=O)CN1CCN(c2ccccn2)CC1)CC3	113
74	CCOc1ccc(-c2nnc3sc(-c4c(OC)cccc4OC)nn23)cc1	71
75	O=C(Cn1nnc(-c2ccc(CN3CCOCC3)cc2)n1)N1CCCc2ccccc21	71
76	O=C(C1CCCN(S(=O)(=O)c2cccc3nsnc23)C1)N1CCc2ccccc21 (centres undefined)	72
77	Cc1cc(C)nc(N(C#N)CCOc2ccccc2)n1	91
78	CCOC(=O)C1CCCN(C(=O)Nc2cccc(Cl)c2)C1 (centres undefined)	98
79	CCOC(=O)C1=Nc2ccccc2C1=[N+]=[N-]	121
80	O=C1c2ccccc2C(=O)N1CCn1c(=O)oc2ccccc21	96
81	Cc1ccc(S(=O)(=O)NCCNC(=O)c2ccccc2)cc1	52
82	O=C(OCc1ccc2c(c1)OCO2)c1ccc(S(=O)(=O)N2CCCC2)cc1	84
83	N#Cc1c(-c2ccccc2)cc(-c2ccco2)c(C#N)c1N	102
84	O=C(Nc1cnccn1)c1cccs1	83
85	O=S(=O)(Nc1ccc(N2CCOCC2)nn1)c1ccccc1	98
86	COc1cc(C)nc(Oc2ccc(=O)[nH]n2)n1	104
87	O=C(OCC(=O)c1ccc(S(=O)(=O)N2CCCC2)cc1)C1=COCCO1	106
88	COc1cccc(OC)c1OCCN1CCN(C(=O)c2ccco2)CC1	98
89	OCCCc1nc2ccccc2n1CCc1ccccc1	122
90	c1ccc(-c2cnn3nnnc3n2)cc1	83
91	CCn1cc(CNC(=O)C2C3CCC(C3)C2C(=O)O)cn1 (centres undefined)	93
92	Cc1ccc2cc(CN(CCN3CCOCC3)Cc3nnnn3Cc3ccco3)c(=O)[nH]c2c1C	68
93	CCCc1noc(-c2ccc(-c3ccccc3)cc2)n1	49
94	Cc1cc(C)nc(N2CCC(C(=O)NCC3CCCCC3)CC2)n1	80
95	CCn1c(Cc2ccccc2)nnc1SCC(=O)Nc1nc2ccccc2s1	95
96	CCCCCSc1nnc2c(n1)OC(c1cccn1C)N(C(C)=O)c1ccccc1-2 (centres undefined)	64
97	CC12CCC(C(=O)N3CCN(Cc4ccccc4)CC3)(OC1=O)C2(C)C (centres undefined)	92
98	O=C(NCc1ccco1)c1cnccn1	114
99	CC1(CC(=O)O)SC(=O)NC1=O (centres undefined)	91
100	CS(=O)(=O)N(CC(=O)N1CCN(c2ccccc2F)CC1)c1cc(C(F)(F)F)ccc1Cl	86

The last 2 compounds of the part above lead into the next.
cpd	compound	SKBR3 24h inh
99	CC1(CC(=O)O)SC(=O)NC1=O (centres undefined)	91
100	CS(=O)(=O)N(CC(=O)N1CCN(c2ccccc2F)CC1)c1cc(C(F)(F)F)ccc1Cl	86
101	CCCC(=O)N1CCN(C2=NS(=O)(=O)c3ccccc32)CC1	100
102	Cc1ccc2c(c1)-c1cc(C)nn1C(c1sccc1C)N2 (centres undefined)	88
103	Cc1ccc(-n2c(SCC(=O)NCc3ccco3)nc3sc(C)c(C)c3c2=O)cc1	96
104	CCN(CCCCN1C(=O)c2ccccc2C1=O)c1ccc2c(c1)C(=O)N(C)C2=O	96
105	Nc1nnc(SCCOc2ccccc2)s1	90
106	CC12CN3CC(=O)N4CC5(C)CN(CC(C)(C4)C5=O)C(=O)CN(C1)CC(C)(C3)C2=O	107
107	Cc1cc(=O)[nH]c(SCC2(O)C3CC4CC(C3)CC2C4)n1 (centres undefined)	82
108	CN1CCN(C(=O)c2c(NC(=O)c3ccco3)sc3c2CCC(C(C)(C)C)C3)CC1 (centres undefined)	84
109	COc1ccc(Cl)cc1NC(=O)CSc1nc(N2CCCCC2)nc(N2CCCCC2)n1	84
110	Cc1c(C(=O)Nc2ccc3oc(-c4cccnc4)nc3c2)oc2ccccc12	78
111	COc1ccc2nc(CC(C)(C)CC(=O)O)c[n+]([O-])c2c1	93
112	COCCCn1c(SCC(=O)Nc2ccc(C(=O)OC)cc2)nc2ccccc2c1=O	89
113	COC(=O)c1c(NC(=O)C2CCC2)sc(C(=O)N(C)C)c1C	100
114	Cc1nn(-c2ccccc2)c(C)c1NS(=O)(=O)c1ccccc1	100
115	COc1ccccc1-n1c(-c2cccnc2)n[nH]c1=S	102
116	COc1nc(N(C)S(=O)(=O)c2ccc(C)cc2)nc(C)c1Cl	94
117	COc1ccc(CC(=O)Nc2ccc(-c3nnc(-c4ccc(C)cc4)o3)cc2)cc1	96
118	COc1ccc(C(=O)Nc2cccc(C)c2)cc1S(=O)(=O)N1CCOCC1	98
119	c1ccc(Cn2nnnc2CN2CCCC2)cc1	105
120	CCOc1ccc(C(=O)NC2CCN(S(=O)(=O)CC)CC2)cc1	71
121	CC(C)(C)NC(=O)C(c1ccco1)N(C(=O)c1csnn1)c1ccccc1 (centres undefined)	105
122	COc1ccc(-c2nc(C#N)c(NCc3ccc(F)cc3)o2)cc1OC	117
123	COc1ccc(Br)cc1C1NC(=O)c2c(sc3c2CCN(C)C3)N1 (centres undefined)	43*
124	O=C(CN1CCN(c2ncccn2)CC1)N1CCN(C(c2ccccc2)c2ccccc2)CC1	79
125	Cc1cnn(-c2cc(Oc3ccccc3)ncn2)c1	88
126	CCCCNC(=O)C(C#N)c1nc2ccccc2nc1N1CCN(Cc2ccc3c(c2)OCO3)CC1 (centres undefined)	56
127	CN1CCc2c(sc3c2c(=O)n(-c2ccccc2)c2nncn32)C1	78
128	Cc1cc(C)nc(NC2=NCC(=O)N2c2cc(Cl)cc(Cl)c2)n1	103
129	CCCC(=O)Nc1cc(-c2nn(C)c(=O)c3ccccc23)ccc1N1CCCCC1	80
130	c1ccc(CC2CCN(c3nc4ccccc4n4nnnc34)CC2)cc1	82
131	CCCNC(=O)c1ccccc1NS(=O)(=O)c1ccc2c(c1)OCCO2	89
132	CCN(Cc1cc2ccccc2[nH]c1=O)C(=O)c1cccnc1	90
133	COc1cc(Br)c(S(=O)(=O)Nc2c(C)n(C)n(-c3ccccc3)c2=O)cc1OC	96
134	CC(Oc1ccccc1F)C(=O)NCCN1CCCCC1 (centres undefined)	87
135	CCOC(=O)C1Cn2c(nc3c(c2=O)C(C)(C)Cc2ccccc2-3)S1 (centres undefined)	101
136	N=c1c2c3c(sc2ncn1CCCN1CCOCC1)CCCCC3	116
